Compound activity from PubChem BioAssay.
CIT2-GFP yeast: yeast TOR pathway CIT2-GFP modulation | S. cerevisiae CIT2-GFP strain, flow cytometry, 3 h; 100 means same as DMSO wells | GFP response vs DMSO, % at 10 µM | 320,000 tested, 0.065% active | AID 2029;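 active means GFP response relative to DMSO above a set limit, near the screen mean plus 3 SD, cut at about 150% in these data; inconclusive means Fewer than 70 cells measured for a yeast strain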;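 further: ratio of well median GFP fluorescence to mean of DMSO wells on the plate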
GRK2 inh: human GRK2 inhibition via aptamer displacement; bead flow cytometry, FAM-aptamer displacement from GRK2; 330,000 tested, 0.59% active; P25098; inhibition of aptamer binding, % at 10 µM;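 active means inhibition of aptamer binding above 40%, roughly 3 SD of noise, on plates passing a quality check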;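 further: median bead fluorescence of bound FAM aptamer so fluorescent compounds give negative values; no value below 0 was filed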
MEP2 TOR yeast: alters MEP2-GFP fluorescence in TOR pathway yeast screen; GFP response vs DMSO, % at 10 µM; 330,000 tested, 0.51% active; AID 2016; S. cerevisiae MEP2-GFP strain, flow cytometry GFP, 3 h; 100% = DMSO control level;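 active means GFP response versus DMSO above a set limit, roughly screen mean plus 3 SD, cut at about 180% in these data; inconclusive means fewer than 70 cells counted for a yeast strain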;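 further: median GFP fluorescence of the barcode-gated MEP2-GFP cells per well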
Yeast superoxide: caloric restriction mimetics inhibiting age-related superoxide in yeast | S. cerevisiae aged cells, superoxide DHE fluorescence; hits give low values | superoxide response (% of plate mean), % at 10 µM | 330,000 tested, 0.18% active | AID 2690;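 active means superoxide response under a set limit, about three screen SD below normal, cut at about 65% in these data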;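 further: yeast aged for seven days with compound at 30 °C before DHE staining; 100% = average MFI of all compound-treated wells on the plate with controls excluded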
VLA-4 inh: inhibition in a human VLA-4 binding assay; VLA-4 expressing cells, ligand binding flow cytometry; inhibition, % (about 7 µM as worked out from the volumes in the protocol); 330,000 tested, 0.2% active; in the data active means inhibition above about 50%
Target sequence (P13612 whole entry, looked up): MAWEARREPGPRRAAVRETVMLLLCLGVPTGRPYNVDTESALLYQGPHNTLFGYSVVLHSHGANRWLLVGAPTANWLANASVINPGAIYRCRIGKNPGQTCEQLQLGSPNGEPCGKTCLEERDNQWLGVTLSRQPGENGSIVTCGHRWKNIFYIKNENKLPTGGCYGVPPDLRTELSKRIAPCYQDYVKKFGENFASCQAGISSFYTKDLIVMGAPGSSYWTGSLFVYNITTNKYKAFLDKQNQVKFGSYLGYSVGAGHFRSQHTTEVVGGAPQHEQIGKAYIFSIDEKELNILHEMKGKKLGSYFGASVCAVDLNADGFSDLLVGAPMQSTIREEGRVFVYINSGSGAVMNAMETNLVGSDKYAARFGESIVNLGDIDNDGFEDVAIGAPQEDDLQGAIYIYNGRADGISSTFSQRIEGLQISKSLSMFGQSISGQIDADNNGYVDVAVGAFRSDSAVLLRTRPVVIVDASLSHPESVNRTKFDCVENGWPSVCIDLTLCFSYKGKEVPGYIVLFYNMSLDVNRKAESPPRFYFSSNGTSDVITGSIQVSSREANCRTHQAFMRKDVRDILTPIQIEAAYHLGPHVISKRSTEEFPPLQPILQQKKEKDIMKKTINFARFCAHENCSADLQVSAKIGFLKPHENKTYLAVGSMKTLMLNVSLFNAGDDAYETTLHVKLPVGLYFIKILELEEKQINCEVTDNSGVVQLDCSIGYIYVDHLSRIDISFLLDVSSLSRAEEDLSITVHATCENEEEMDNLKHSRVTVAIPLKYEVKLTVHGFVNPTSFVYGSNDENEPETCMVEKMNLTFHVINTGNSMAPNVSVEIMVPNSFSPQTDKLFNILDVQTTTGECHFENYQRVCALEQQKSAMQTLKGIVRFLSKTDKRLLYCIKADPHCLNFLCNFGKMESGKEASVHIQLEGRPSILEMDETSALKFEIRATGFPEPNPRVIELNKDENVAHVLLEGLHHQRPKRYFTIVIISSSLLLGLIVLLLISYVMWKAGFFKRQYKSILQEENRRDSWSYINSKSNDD
RPL19A-GFP yeast: modulators of TOR pathway RPL19A-GFP in S. cerevisiae. S. cerevisiae RPL19A-GFP strain, flow cytometry, 3 h; hits give low values. percent response vs DMSO, % at 10 µM. 330,000 tested, 0.3% active. AID 2025;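 active means percent response vs DMSO below 50%; inconclusive means fewer than 70 events counted for the yeast strain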;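 further: median channel GFP fluorescence of the barcoded RPL19A-GFP strain; ratio of sample median GFP to plate DMSO average so 100% = DMSO; lower means less RPL19A-GFP as with rapamycin TOR inhibition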
AGP1-GFP MLPCN: alters AGP1-GFP fluorescence in TOR pathway yeast screen; S. cerevisiae AGP1-GFP multiplex flow cytometry, 3 h; GFP as percent of DMSO wells; GFP response vs DMSO, % at 10 µM; 320,000 tested, 0.02% active;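 active means GFP response relative to DMSO above a set limit, near screen average plus 3 SD, cut at about 150% in these data; inconclusive means fewer than 70 cells counted for the yeast strain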;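 further: median GFP channel fluorescence of the gated AGP1 strain per well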
LAP4 TOR yeast: yeast TOR pathway LAP4-GFP modulation; S. cerevisiae LAP4-GFP multiplex, flow cytometry GFP, 3 h; median GFP as percent of DMSO wells; GFP response vs DMSO, % at 10 µM; 320,000 tested, 0.34% active; AID 2023;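 active means GFP response vs DMSO above a set limit, about the screen mean plus 3 SD, cut at about 150% in these data; inconclusive means under 70 cell events counted for the yeast strain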
* hit, by the source's call; u = inconclusive; x = not tested or not shown; [ ] = another dose, or the depositor's remark.

#1 COc1ccc(NC(=O)CSc2nnc(CNC(=O)COc3ccc(Cl)cc3)o2)c(OC)c1
#2 CCOC(=O)CSc1nnc2c3ccccc3n(C)c2n1
#3 Cc1ccc(S(=O)(=O)N2CCN(CC(O)COc3ccccc3)CC2)cc1 (stereo not drawn)
#4 CC(C)CN(C(=O)COC(=O)CSc1ccccc1F)c1c(N)n(Cc2ccccc2)c(=O)[nH]c1=O
#5 CCC1CCCCN1CCCNC(=O)C1CCN(c2nnc(-n3cccc3)s2)CC1 (stereo not drawn)
#6 COc1ccccc1N1CCN(C(=O)CN(c2ccccc2OC)S(=O)(=O)c2ccccc2)CC1
#7 O=C(c1cc(COc2c(F)cccc2F)on1)N1CCCCCC1
#8 COc1cccc(CNC(=O)CCNS(=O)(=O)c2ccc(Br)s2)c1
compound no.	1	2	3	4	5	6	7	8
CIT2-GFP yeast	87	103	117	92	105	x	90	92
GRK2 inh	0	3	1	7	0	0	0	0
MEP2 TOR yeast	98	102	108	99	101	93	94	85
Yeast superoxide	90	100	91	99	88	98	97	97
VLA-4 inh	3	-3	5	19	3	8	-21	-1
RPL19A-GFP yeast	95	101	106	99	96	95	96	91
AGP1-GFP MLPCN	97	97	106	106	102	98	95	91
LAP4 TOR yeast	93	101	103	105	97	90	108	85

#9 CSCCC1NC(=O)N(CC(=O)Nc2ccc(-c3ccccc3)cc2)C1=O (stereo not drawn)
#10 COc1ccc(-c2cc3c(=O)n(CC(=O)NCc4cccnc4)nc(C)n3n2)cc1
#11 Cc1ccc(-c2cc(C(F)(F)F)n3ncc(C(=O)NCc4ccco4)c3n2)cc1
#12 Cc1ccccc1NS(=O)(=O)c1ccc(NC(=O)c2ccco2)cc1
#13 COc1ccc(NC(=O)Nc2ccc(F)c(F)c2)c(OC)c1
#14 Cc1cc(=O)oc2c(C)c(OC(C)C(=O)NCC3CCC(C(=O)O)CC3)ccc12 (stereo not drawn)
#15 COCCN(CCOC)S(=O)(=O)c1ccc(C(=O)Nc2nc3c(s2)CCc2ccccc2-3)cc1
#16 O=C(NC1CCCC1)C1CCCN(S(=O)(=O)c2ccc(-n3cnnn3)cc2)C1 (stereo not drawn)
compound no.	9	10	11	12	13	14	15	16
CIT2-GFP yeast	82	96	109	91	96	97	u	105
GRK2 inh	4	1	0	0	0	1	0	0
MEP2 TOR yeast	105	101	99	103	99	100	108[may fluoresce violet]	95
Yeast superoxide	95	97	103	107	104	111	100	101
VLA-4 inh	6	20	2	18	-9	-15	-2	-5
RPL19A-GFP yeast	96	97	97	99	102	95	25*[may fluoresce violet]	98
AGP1-GFP MLPCN	93	99	100	99	95	96	u	97
LAP4 TOR yeast	89	91	106	97	97	105	55[may fluoresce violet]	101

#17 COC(=O)c1ccccc1Oc1cc(C(F)(F)F)nc(-c2ccccn2)n1
#18 O=C(Nc1ccnn1C1CCN(Cc2ccccc2OCCO)CC1)c1cccc(F)c1
#19 CCCCNC(=O)c1[nH]c(C)c(C(C)=O)c1C
#20 Cc1cc(C(=O)NNC(=O)c2cccs2)nn1C(C)(C)C
#21 COc1cc(NC(=O)COC(=O)c2ccccc2F)cc(OC)c1
#22 O=Cc1c(NCc2ccccc2Cl)c2ccccc2[nH]c1=O
#23 CN(C)/C(=N\O)c1c(Cl)cccc1Cl
#24 COc1cc(-c2nnc(SCC(=O)c3ccc(C)cc3)o2)cc(OC)c1OC
compound no.	17	18	19	20	21	22	23	24
CIT2-GFP yeast	85	102	105	105	98	99	100	95
GRK2 inh	3	0	4	0	0	4	0	1
MEP2 TOR yeast	97	92	108	99	101	100	100	104
Yeast superoxide	106	104	87	92	103	106	86	107
VLA-4 inh	5	-1	2	6	16	21	6	-12
RPL19A-GFP yeast	96	94	103	102	102	100	98	99
AGP1-GFP MLPCN	96	103	100	103	98	96	105	102
LAP4 TOR yeast	105	96	104	94	96	90	107	105

#25 Cc1cc(Cl)ccc1OCC(=O)Nc1ccncc1
#26 CCN(CC)C(=O)c1ccc(-c2nnc(Nc3ccc(C(=O)N(C)C)cc3)c3ccccc23)cc1
#27 COc1ccccc1NC(=O)c1ccc2c(c1)C(=O)N(Cc1ccco1)C2=O
#28 O=C(COc1ccc(Br)cc1)NCCNC(=O)c1ccncc1
#29 C#CCNC(=O)C1=C[C@@H](C)[C@H](CCCO)[C@@H](OCC)O1
#30 Cn1cccc1/C=N/NC(=O)c1ccccn1
#31 CN(C)C1=NC[C@H](Cc2ccccc2)N1CCCC1CCCC1
#32 Cc1cc(SCC(=O)c2ccc(Cl)cc2)nc(=O)[nH]1
compound no.	25	26	27	28	29	30	31	32
CIT2-GFP yeast	101	90	96	115	107	102	113	104
GRK2 inh	1	0	1	6	3	2	0	0
MEP2 TOR yeast	105	94	101	104	99	104	88	100
Yeast superoxide	95	110	76	87	96	98	99	95
VLA-4 inh	12	-13	6	10	-6	-1	21	-5
RPL19A-GFP yeast	102	95	104	98	105	104	104	100
AGP1-GFP MLPCN	94	94	88	99	97	100	95	109
LAP4 TOR yeast	85	96	67	103	127	99	103	112

#33 CN(C)S(=O)(=O)c1cccc(C(=O)OCC(=O)NC2CCCc3ccccc32)c1 (stereo not drawn)
#34 CC1=C(CCN2CCN(C3CCCC3)C(CCO)C2)C(C)(C)CCC1 (stereo not drawn)
#35 CC1(C)Cc2c(sc(NC(=O)COc3ccc(Cl)cc3)c2C(N)=O)C(C)(C)N1
#36 C=CCOc1ccccc1C1NC(=O)NC(C)=C1C(=O)NCc1ccccc1 (stereo not drawn)
#37 CCS(=O)(=O)N1CCC(NC(=O)C(Cc2cc(OC)ccc2OC)NC(C)=O)CC1 (stereo not drawn)
#38 CCCn1c(=O)c2ccccc2n2c(SCCOc3ccc(C)cc3)nnc12
#39 COCC(C)n1c(=O)sc2ccccc2c1=O (stereo not drawn)
#40 CCOC(=O)c1ccc(NC(=O)Cn2ccc([N+](=O)[O-])n2)cc1
compound no.	33	34	35	36	37	38	39	40
CIT2-GFP yeast	104	102	x	88	111	96	93	116
GRK2 inh	0	0	0	0	0	3	3	1
MEP2 TOR yeast	107	103	95	99	108	98	104	98
Yeast superoxide	111	109	103	104	102	93	101	107
VLA-4 inh	3	4	9	-8	1	-30	0	14
RPL19A-GFP yeast	103	102	97	97	105	97	107	101
AGP1-GFP MLPCN	107	98	91	82	109	92	102	86
LAP4 TOR yeast	100	91	76	92	103	98	102	105

#41 Cc1ccsc1CN1CCN(c2ccccn2)CC1
#42 Cn1c(Cc2ccccc2)n[nH]c1=S
#43 Cc1ccc(C(=O)c2c(NC(=O)CSc3nnc(N)s3)sc3c2CCCC3)cc1
#44 Cc1ccc(S(=O)(=O)N[C@@H](C)C(=O)OCC(=O)N2c3ccccc3NC(=O)C2(C)C)cc1
#45 CC(C)(C)OC(=O)N[C@@H](Cc1ccccc1)c1nnc(S(=O)(=O)Cc2ccccc2)o1
#46 CC(OC(=O)CCc1nc2ccccc2c(=O)[nH]1)C(=O)NC1CCCC1 (stereo not drawn)
#47 C/C=C(\C)C(=O)N1CCC(C(=O)c2ccccc2)CC1
#48 CN1CCN(NC(=O)/C=C/c2ccc(C(C)(C)C)cc2)CC1
compound no.	41	42	43	44	45	46	47	48
CIT2-GFP yeast	97	103	97	79	101	101	97	93
GRK2 inh	0	0	0	4	1	3	1	0
MEP2 TOR yeast	101	98	110	98	93	105	107	99
Yeast superoxide	95	86	100	117	86	99	113	110
VLA-4 inh	0	0	13	0	44	-4	5	11
RPL19A-GFP yeast	101	103	112	95	97	107	102	109
AGP1-GFP MLPCN	102	97	105	91	97	98	95	91
LAP4 TOR yeast	100	86	99	93	114	106	100	81

Arranged by number of heavy atoms (lowest first): some entries from above.
#23 CN(C)/C(=N\O)c1c(Cl)cccc1Cl
#3 Cc1ccc(S(=O)(=O)N2CCN(CC(O)COc3ccccc3)CC2)cc1 (stereo not drawn)
#35 CC1(C)Cc2c(sc(NC(=O)COc3ccc(Cl)cc3)c2C(N)=O)C(C)(C)N1
#15 COCCN(CCOC)S(=O)(=O)c1ccc(C(=O)Nc2nc3c(s2)CCc2ccccc2-3)cc1
compound no.	23	3	35	15
CIT2-GFP yeast	100	117	x	u
GRK2 inh	0	1	0	0
MEP2 TOR yeast	100	108	95	108[may fluoresce violet]
Yeast superoxide	86	91	103	100
VLA-4 inh	6	5	9	-2
RPL19A-GFP yeast	98	106	97	25*[may fluoresce violet]
AGP1-GFP MLPCN	105	106	91	u
LAP4 TOR yeast	107	103	76	55[may fluoresce violet]

Quoted at random: 2 entries already listed
#41 Cc1ccsc1CN1CCN(c2ccccn2)CC1
#45 CC(C)(C)OC(=O)N[C@@H](Cc1ccccc1)c1nnc(S(=O)(=O)Cc2ccccc2)o1
compound no.	41	45
CIT2-GFP yeast	97	101
GRK2 inh	0	1
MEP2 TOR yeast	101	93
Yeast superoxide	95	86
VLA-4 inh	0	44
RPL19A-GFP yeast	101	97
AGP1-GFP MLPCN	102	97
LAP4 TOR yeast	100	114

Continuation:
#49 Cc1ccccc1OCCNCC(C)O (stereo not drawn)
#50 COc1ccc(CN2CC(=O)N(c3ccc(C)cc3C)C2=S)cc1OC
#51 COC(=O)c1cccc(NC(=O)COC(=O)CSc2nc(C)cc(C)n2)c1
#52 Cc1cc(Cl)c(S(=O)(=O)N2CCCC2)cc1OCC(N)=O
#53 CC(=O)NS(=O)(=O)c1ccc(NS(=O)(=O)c2ccccc2[N+](=O)[O-])cc1
#54 COC(=O)CCC(=O)c1oc2ccccc2c1N
#55 Cc1ccc(C(C)NC(=O)c2ccco2)cc1 (stereo not drawn)
#56 Cc1ccc(S(=O)(=O)N2CCC(=O)N(CCOC(=O)NCc3ccccc3)CC2)cc1
#57 COc1ccc(S(=O)(=O)N2CCCCC2)cc1NC(=O)c1ccc(Cl)nc1
compound no.	49	50	51	52	53	54	55	56	57
CIT2-GFP yeast	95	97	100	96	104	111	110	83	99
GRK2 inh	1	2	0	3	0	6	0	0	1
MEP2 TOR yeast	91	95	101	91	102	111	102	87	98
Yeast superoxide	101	123	119	120	109	101	113	116	92
VLA-4 inh	0	-3	-7	17	4	14	11	-6	-11
RPL19A-GFP yeast	100	100	95	99	107	107	106	97	98
AGP1-GFP MLPCN	103	93	95	101	116	110	110	76	101
LAP4 TOR yeast	100	94	99	112	106	109	108	107	104
